GPT2 inhibitor: blocks human glutamate pyruvate transaminase 2; Recombinant GPT2, coupled pyruvate oxidase/HRP Amplex Red fluorescence; Potency, µM (series often up to 57.7 µM), for inactives: at the top dose activity change, negative = inhibition, actives largely listed as inhibitors; 0.25% of 100,000 active; AID 1671188; note: potency is the fitted concentration of half-maximal effect; nearly all actives have a fitted effect of over 60% in size; many of its hits are not listed in these tables
Target sequence (Q8TD30 whole entry, looked up): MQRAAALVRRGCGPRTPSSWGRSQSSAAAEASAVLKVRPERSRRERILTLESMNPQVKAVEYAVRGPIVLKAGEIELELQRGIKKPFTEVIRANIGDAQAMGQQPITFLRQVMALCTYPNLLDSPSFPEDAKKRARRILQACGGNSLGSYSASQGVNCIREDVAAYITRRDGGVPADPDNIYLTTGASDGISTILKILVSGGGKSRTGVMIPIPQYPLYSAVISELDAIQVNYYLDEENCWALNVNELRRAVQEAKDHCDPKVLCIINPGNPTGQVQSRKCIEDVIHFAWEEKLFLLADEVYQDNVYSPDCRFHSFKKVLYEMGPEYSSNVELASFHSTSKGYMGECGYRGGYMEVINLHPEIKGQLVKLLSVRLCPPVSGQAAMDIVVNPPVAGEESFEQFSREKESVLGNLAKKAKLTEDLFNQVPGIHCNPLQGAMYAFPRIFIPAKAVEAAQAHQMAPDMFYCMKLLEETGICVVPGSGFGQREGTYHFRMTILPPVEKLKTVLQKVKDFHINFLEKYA
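GPT2 10ng/uL, a-KG 250uM, L-Ala 2mM, HEPES pH7.5 + 0.0001% Tween; 30 min RT. Then Amplex mix (PO/HRP/ThPP), 30 min RT dark, fluorescence. AOA 50uM used as positive control.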
Luciferase inh: Photinus pyralis luciferase inhibition | AID 1347043 | Potency, µM (titrated, usually from 115 µM), for inactives: top-dose activity change, negative = inhibition, actives largely listed as inhibitors | 2.5% of 76,000 active | purified P. pyralis luciferase, luminescence, biochemical; note: potency is the fitted concentration of half-maximal effect; nearly all actives have a fitted effect of over 65% in size
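Luminescence read by CCD imaging after purified firefly luciferase (10nM final) was added to substrate buffer holding 10uM D-luciferin and 10uM ATP, pH 7.5, pre-dosed with compound.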
SNCA expr inhib: reduces expression of the alpha-synuclein gene | HEK-293 SNCA-luciferase knock-in, luminescence, 24 h | Potency, µM (titrated, usually from 57.2 µM), for inactives: at the top dose activity change, negative = inhibition, most hits filed as inhibitors | 0.17% of 140,000 active | AID 1671194;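 note: potency is the fitted concentration of half-maximal effect; plate controls were DMSO cells for no effect and cell-free wells for full effect; nearly all actives have a fitted effect of over 45% in size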
NIH3T3 tox: kills NIH 3T3 cells. NIH 3T3 viability, CellTiter-Glo ATP luminescence, 48-72 h. Potency, µM (series often up to 96.7 µM), for the others: top-dose activity change, negative = cytotoxicity, hits mostly inhibitors. 4.3% of 94,000 active. AID 1345082; note: potency is the fitted concentration of half-maximal effect; nearly all actives have a fitted effect of over 55% in size
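ATP-dependent luminescence (CellTiter-Glo) served as the viability signal for NIH 3T3 cells treated with compound for 48 or 72 hr at 37 °C.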
HEK cytotox: cytotoxic compounds in HEK 293 cells. HEK 293 viability, ATP luminescence (CellTiter-Glo), 48-72 h. Potency, µM (doses to about 115 µM), without a hit: top-dose activity change, negative = cytotoxicity, most hits filed as inhibitors. 6.6% of 94,000 active. AID 1345083; note: potency is the fitted concentration of half-maximal effect; nearly all actives have a fitted effect of over 60% in size
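ATP-coupled CellTiter-Glo luminescence served as viability read-out, recorded 10 min after reagent addition at room temperature. HEK 293 cells, 250 cells/well, had been incubated with pintool-transferred compound for 48 or 72 hr at 37 degree Celsius.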
SNCA viab count: counter-screen for SNCA expression inhibitors: cell viability | HEK-293-SNCA-luc viability, GF-AFC fluorescence, 24 h | Potency, µM (highest dose often 57.1 µM), for the others: top-dose activity change, negative = cytotoxicity, hits mostly cytotoxic | 0.12% of 150,000 active;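 note: potency is the fitted concentration of half-maximal effect; 0% = DMSO-treated cells and -100% = medium-only wells without cells; nearly all actives have a fitted effect of over 30% in size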
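HEK-293-SNCA-luc cells (1500/well) plated 24 h, then exposed 24 h to a dilution series; GF-AFC added 30 min at 37C, fluorescence 405/540 nm; normalised to medium-only and DMSO wells, Hill fit.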
IP6K1 inh: IP6K1 kinase inhibition. 0.81% of 140,000 active. activity change, % (series mostly up to about 58 µM). Q92551. IP6K1 kinase, ADP-Glo luminescence, 2 h; stronger effect = lower value. AID 1645851; in the data active = activity change below about -25%
Target sequence (Q92551 whole entry, looked up): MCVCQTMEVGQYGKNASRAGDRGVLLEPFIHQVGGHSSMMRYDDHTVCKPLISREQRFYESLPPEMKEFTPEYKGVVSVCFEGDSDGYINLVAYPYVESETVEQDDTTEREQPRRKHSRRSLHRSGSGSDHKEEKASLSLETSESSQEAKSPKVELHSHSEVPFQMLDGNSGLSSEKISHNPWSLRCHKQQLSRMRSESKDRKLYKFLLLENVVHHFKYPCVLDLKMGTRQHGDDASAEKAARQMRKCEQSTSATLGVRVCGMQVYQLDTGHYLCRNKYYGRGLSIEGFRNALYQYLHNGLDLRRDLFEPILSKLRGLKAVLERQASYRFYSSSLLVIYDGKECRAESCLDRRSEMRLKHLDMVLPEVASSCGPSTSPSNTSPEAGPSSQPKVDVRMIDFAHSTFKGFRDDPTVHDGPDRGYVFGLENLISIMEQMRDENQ
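ADP-Glo luminescence measures ADP made by human IP6K1 during a 2 h RT reaction with ATP/IP6 (mix at 1.3 mM/130 uM); top library doses 57.5 and 19.1 uM final.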
An asterisk follows results filed as active; [ ] = remark or other dose. Unless noted, calls come from the whole dose curve; as a rule, active = well fitted curve in the direction sought with a large enough effect; inconclusive = small, poorly fitted or top-dose-only effect, or another doubt; inactive = no such curve, though single readings can be large; an effect the other way counts as inactive or inconclusive. Unless noted, % is set by controls: 0 for no effect and ±100 for the full control effect. The list is partial; the hit share may differ from the screen's.

Results for O=C(NC1CCCC1)N1CCN(c2nc3ncccc3o2)CC1 ?
GPT2 inhibitor: -7%[88.5 µM]; Luciferase inh: 4%[172 µM]; SNCA expr inhib: -10%[87.6 µM]; NIH3T3 tox: -13%[138 µM]; HEK cytotox: inactive; SNCA viab count: -6%[87.6 µM]; IP6K1 inh: -8

Results for O=C(c1ccccc1F)N1CCC(N2C(=O)C(O)C23CCCCC3)CC1 (stereo unspecified) ?
GPT2 inhibitor: -5%; Luciferase inh: 3%; SNCA expr inhib: 8%; NIH3T3 tox: inactive; HEK cytotox: inactive; SNCA viab count: 0%; IP6K1 inh: -11

How did COc1ccc(C(=O)N2CCC(N3Cc4ccccc4C3=O)CC2)cc1 do in these assays?
GPT2 inhibitor: inactive; SNCA expr inhib: 26%; NIH3T3 tox: -10%; HEK cytotox: -4%; SNCA viab count: 5%; IP6K1 inh: -16

Results for COc1cc(C(=O)NCCCn2ccnn2)ccc1OC1CCN(C(C)=O)CC1 ?
GPT2 inhibitor: 1%; Luciferase inh: 10%; SNCA expr inhib: -9%; NIH3T3 tox: -10%; HEK cytotox: -1%; SNCA viab count: 0%; IP6K1 inh: 5

How did CC1(CNc2ccccc2)COc2ccc(C(=O)NCc3cccc(F)c3)cc2N1 (stereo unspecified) do in these assays?
GPT2 inhibitor: inactive; Luciferase inh: -7%[172 µM]; SNCA expr inhib: inconclusive; NIH3T3 tox: 40µM*; HEK cytotox: inconclusive; SNCA viab count: -13%[87.6 µM]; IP6K1 inh: -2

How did COc1cc(F)ccc1-c1ccc2c(n1)c(=O)ncn2CCC(F)(F)F do in these assays?
GPT2 inhibitor: 2%[88.5 µM]; Luciferase inh: -3%[172 µM]; SNCA expr inhib: -8%[87.6 µM]; NIH3T3 tox: inconclusive; HEK cytotox: inactive; SNCA viab count: 3%[87.6 µM]; IP6K1 inh: 0

Results for COCCOCC(=O)N1CCC2(CC1)NCCc1c2[nH]c2ccccc12 ?
GPT2 inhibitor: inactive; Luciferase inh: -10%; SNCA expr inhib: 39%[activator]; NIH3T3 tox: -16%; HEK cytotox: inactive; SNCA viab count: 6%[12.5 µM]; IP6K1 inh: 8

How did COCC1CN(C(=O)C2(c3ccc(OC)cc3)CC2)CC12CCOCC2 (stereo unspecified) do in these assays?
GPT2 inhibitor: inactive; Luciferase inh: 0%; SNCA expr inhib: -12%; NIH3T3 tox: inconclusive; HEK cytotox: -13%; SNCA viab count: -13%; IP6K1 inh: -6

How did CCOc1ccc(-c2cccc(NS(=O)(=O)c3ccc(Cl)s3)c2)nn1 do in these assays?
SNCA expr inhib: -7%; SNCA viab count: -3%; IP6K1 inh: -19

Results for CCC(C)C(=O)N1CCC2(CC1)CN(Cc1ccc(OC)cc1)C2=O (stereo unspecified) ?
GPT2 inhibitor: -13%; Luciferase inh: 6%; SNCA expr inhib: 10%; NIH3T3 tox: -20%; HEK cytotox: -16%; SNCA viab count: 5%; IP6K1 inh: 36

How did O=S(=O)(Cc1ccccc1)NC[C@H]1Cn2c(-c3ccc(F)cc3)cnc2CO1 do in these assays?
GPT2 inhibitor: -13%[88.5 µM]; Luciferase inh: -12%[172 µM]; SNCA expr inhib: -3%[87.6 µM]; NIH3T3 tox: -25%[138 µM]; HEK cytotox: -17%[172 µM]; SNCA viab count: -6%[87.6 µM]; IP6K1 inh: 15

How did O=C(NCCNC(=O)c1ccccc1F)c1ccc(-c2cncnc2)cc1 do in these assays?
NIH3T3 tox: -19%; HEK cytotox: -23%; IP6K1 inh: -1

How did COc1cc([N+](=O)[O-])ccc1NC(=O)c1nc2ccccc2n(C)c1=O do in these assays?
SNCA expr inhib: 18%; SNCA viab count: 6%; IP6K1 inh: 17

Results for CCOc1ccc(C(=O)N2CCCC3(C2)NC(=O)N(Cc2ccc(Cl)cc2)C3=O)cc1 (stereo unspecified) ?
GPT2 inhibitor: inactive; Luciferase inh: 7%; SNCA expr inhib: -8%; NIH3T3 tox: inconclusive; HEK cytotox: inconclusive; SNCA viab count: 0%; IP6K1 inh: -12

What do the screens show for `CCOc1cc(=O)n2c(c1C(=O)NCc1ccccc1Cl)CCCC2`?
GPT2 inhibitor: inconclusive; Luciferase inh: -3%; SNCA expr inhib: 8%; NIH3T3 tox: 2%; HEK cytotox: 6%; SNCA viab count: 10%; IP6K1 inh: 11

How did Cc1cnc(CC2CCCN(C(=O)c3cccnc3)C2)n1Cc1ccc(F)cc1 (stereo unspecified) do in these assays?
GPT2 inhibitor: inactive; Luciferase inh: 9%; SNCA expr inhib: 3%; NIH3T3 tox: 4%; HEK cytotox: inactive; SNCA viab count: 1%; IP6K1 inh: -6

What do the screens show for `Cc1ccccc1CN1CCCN(CC(=O)Nc2ccc3c(c2)OCCO3)S1(=O)=O`?
SNCA expr inhib: 1%; SNCA viab count: -8%; IP6K1 inh: 4

How did Cc1ccc(C(=O)N2CCC(N3Cc4ccccc4C3=O)CC2)cc1 do in these assays?
GPT2 inhibitor: inactive; SNCA expr inhib: 0%; NIH3T3 tox: 2%; HEK cytotox: inactive; SNCA viab count: 0%; IP6K1 inh: -10

Results for COc1ccccc1Nc1sc(C(=O)c2ccc3c(c2)OCO3)c(N)c1S(=O)(=O)c1ccccc1 ?
SNCA expr inhib: 3%; SNCA viab count: 20%; IP6K1 inh: 12

Results for CCN(CC)Cc1nc(C2(O)CCN(C(=O)COc3ccccc3)CC2)cs1 ?
GPT2 inhibitor: 4%[88.5 µM]; Luciferase inh: 7%[172 µM]; SNCA expr inhib: 7%[87.6 µM]; NIH3T3 tox: -8%[174 µM]; HEK cytotox: -25%[172 µM]; SNCA viab count: -1%[87.6 µM]; IP6K1 inh: 9

Results for CC(C)N1CC2CCC(C1)N2Cc1ccc(C#N)cc1 ?
GPT2 inhibitor: inactive; Luciferase inh: -8%[172 µM]; SNCA expr inhib: 16%[87.6 µM]; NIH3T3 tox: -17%[138 µM]; HEK cytotox: 1%[172 µM]; SNCA viab count: 6%[87.6 µM]; IP6K1 inh: -10

How did Cc1ccc(NC(=O)CSc2nnc(-c3ccc([N+](=O)[O-])cc3)o2)c(C)c1 do in these assays?
SNCA expr inhib: -2%; SNCA viab count: 9%; IP6K1 inh: 50

What do the screens show for `FC(F)(F)c1ccc(CN2CC(N3CCc4ccccc43)C2)cc1`?
GPT2 inhibitor: -19%; SNCA expr inhib: 16%; NIH3T3 tox: inconclusive; HEK cytotox: -16%; SNCA viab count: 3%; IP6K1 inh: -4

What do the screens show for `CCN(c1ccccc1C)S(=O)(=O)c1nnc(NC(=O)c2ccco2)s1`?
SNCA expr inhib: -10%; SNCA viab count: 4%; IP6K1 inh: -17

How did COCC(=O)NCCc1noc(-c2ccccc2)n1 do in these assays?
GPT2 inhibitor: 0%; Luciferase inh: -5%; SNCA expr inhib: inconclusive; NIH3T3 tox: inactive; HEK cytotox: -4%; SNCA viab count: -3%; IP6K1 inh: 14

What do the screens show for `COC(=O)Cc1c(C)c2ccc3c(c2oc1=O)CN(Cc1ccc(Cl)cc1)CO3`?
SNCA expr inhib: 9%; SNCA viab count: inconclusive; IP6K1 inh: 1

Results for O=C(c1cccc(F)c1)N1CCC(c2n[nH]c(=O)n2-c2ccccc2)CC1 ?
GPT2 inhibitor: inactive; Luciferase inh: 6%; SNCA expr inhib: -4%; NIH3T3 tox: -2%; HEK cytotox: 10%; SNCA viab count: 1%; IP6K1 inh: -1

What do the screens show for `CN1CCN(c2nc3c(c(=O)[nH]2)CCN(CCc2ccccc2)CC3)CC1`?
GPT2 inhibitor: -8%; Luciferase inh: 3%; SNCA expr inhib: 5%; NIH3T3 tox: inactive; HEK cytotox: -5%; SNCA viab count: -12%; IP6K1 inh: 0

Results for COC(=O)C1CCCCN1C(=O)CCc1nnc(CCc2ccccc2OC)o1 (stereo unspecified) ?
GPT2 inhibitor: 3%; Luciferase inh: inconclusive; SNCA expr inhib: 75%[activator]; NIH3T3 tox: 3%; HEK cytotox: -9%; SNCA viab count: 0%; IP6K1 inh: -7

What do the screens show for `COc1ccc(C(=O)N2CCC3(CC2)C(OC)CN3c2cccc(F)c2)cn1` (stereo unspecified)?
GPT2 inhibitor: inactive; Luciferase inh: -1%; SNCA expr inhib: -11%; NIH3T3 tox: -18%; HEK cytotox: -21%; SNCA viab count: -2%; IP6K1 inh: 4

Arranged by number of heavy atoms (largest number first): 3 of the compounds above
What do the screens show for `Cc1ccccc1CN1CCCN(CC(=O)Nc2ccc3c(c2)OCCO3)S1(=O)=O`?
SNCA expr inhib: 1%; SNCA viab count: -8%; IP6K1 inh: 4

What do the screens show for `CCN(c1ccccc1C)S(=O)(=O)c1nnc(NC(=O)c2ccco2)s1`?
SNCA expr inhib: -10%; SNCA viab count: 4%; IP6K1 inh: -17

What do the screens show for `FC(F)(F)c1ccc(CN2CC(N3CCc4ccccc43)C2)cc1`?
GPT2 inhibitor: -19%; SNCA expr inhib: 16%; NIH3T3 tox: inconclusive; HEK cytotox: -16%; SNCA viab count: 3%; IP6K1 inh: -4

Next part.
How did CCN(CC)C(=O)Cn1cc(SCC(=O)Nc2cc(OC)ccc2OC)c2ccccc21 do in these assays?
SNCA expr inhib: -17%; SNCA viab count: -20%; IP6K1 inh: 0

What do the screens show for `COc1ccccc1CC(=O)N1CCCc2ncc(C(=O)Nc3nc(C)cs3)cc21`?
GPT2 inhibitor: 2%[88.5 µM]; Luciferase inh: -2%[172 µM]; SNCA expr inhib: 9%[87.6 µM]; NIH3T3 tox: inconclusive; HEK cytotox: inconclusive; SNCA viab count: -15%[87.6 µM]; IP6K1 inh: 2

What do the screens show for `CC1Oc2ccc(NC(=O)Cc3ccc(F)cc3)cc2CN(Cc2cc(F)cc(F)c2)C1=O` (stereo unspecified)?
GPT2 inhibitor: inconclusive; Luciferase inh: -10%; SNCA expr inhib: -23%; NIH3T3 tox: -14%; HEK cytotox: inconclusive; SNCA viab count: -4%; IP6K1 inh: 7

What do the screens show for `O=C(CCc1nc2ccccc2s1)N1CCC(c2nc(C3CCOCC3)no2)CC1`?
GPT2 inhibitor: 5%; Luciferase inh: 0%; SNCA expr inhib: 4%; NIH3T3 tox: -24%; HEK cytotox: inconclusive; SNCA viab count: 6%; IP6K1 inh: 10

What do the screens show for `COC[C@H]1CCCN1[C@@H]1[C@H](O)[C@H](CO)O[C@@H]1CN(Cc1ccc(F)cc1)Cc1ccc(F)cc1`?
GPT2 inhibitor: inconclusive; Luciferase inh: 6%; SNCA expr inhib: -20%; NIH3T3 tox: inconclusive; HEK cytotox: inconclusive; SNCA viab count: -1%; IP6K1 inh: 17

Screening data deposited in PubChem by National Center for Advancing Translational Sciences (NCATS).
